# Source: PubChem BioAssay
# HTR5A inv ag = HTR5A inverse agonism, opioid heterodimer counter-screen; HTR5A cell line, luminescence; inhibition, % at 9.3 µM; 340,000 compounds, 0.083% hits; in the data active = inhibition mostly above about 23%, no sharp cut-off; inactive = mostly below about 18%;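 also: 0% = cells with DMSO and 100% = no-cell wells with DMSO; some compounds called inactive have numbers as strong as hits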
# CDK5 inh = CDK5/p35 (human) kinase inhibition. Recombinant CDK5/p35, ADP-Glo luminescence, 60 min. inhibition, % at 10 µM. AID 488839. Q00535+Q15078. 330,000 compounds, 0.01% hits;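 active = highest replicate inhibition of at least 50% and at least 75% of replicates reaching 50%; inconclusive = only one of the two criteria met; inactive = both criteria failed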;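 also: plate controls were DMSO neutral control for no effect and GW8510 at 10 µM for full effect; many of its hits are not listed in these tables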
# V-ATPase pHluor = yeast V-ATPase proton transport regulation by pHLuorin; S. cerevisiae, pHLuorin cytosolic pH fluorescence; response, % at 10 µM; 350,000 compounds, 0.37% hits; in the data active = response mostly above about 7.3%, no sharp cut-off; inactive = mostly below about 5.4%; also: actives read high; inactives centre near 0; some compounds called inactive have numbers as strong as hits; reference of the scale not given here
# NSD2 HMT inh = NSD2 (human) methyltransferase inhibition; O96028; 310,000 compounds, 0.54% hits; inhibition, % at 12.5 µM; NSD2 peptide methylation, AlphaScreen, 120 min; in the data active = inhibition above about 50%
# Target sequence (O96028 whole entry, looked up): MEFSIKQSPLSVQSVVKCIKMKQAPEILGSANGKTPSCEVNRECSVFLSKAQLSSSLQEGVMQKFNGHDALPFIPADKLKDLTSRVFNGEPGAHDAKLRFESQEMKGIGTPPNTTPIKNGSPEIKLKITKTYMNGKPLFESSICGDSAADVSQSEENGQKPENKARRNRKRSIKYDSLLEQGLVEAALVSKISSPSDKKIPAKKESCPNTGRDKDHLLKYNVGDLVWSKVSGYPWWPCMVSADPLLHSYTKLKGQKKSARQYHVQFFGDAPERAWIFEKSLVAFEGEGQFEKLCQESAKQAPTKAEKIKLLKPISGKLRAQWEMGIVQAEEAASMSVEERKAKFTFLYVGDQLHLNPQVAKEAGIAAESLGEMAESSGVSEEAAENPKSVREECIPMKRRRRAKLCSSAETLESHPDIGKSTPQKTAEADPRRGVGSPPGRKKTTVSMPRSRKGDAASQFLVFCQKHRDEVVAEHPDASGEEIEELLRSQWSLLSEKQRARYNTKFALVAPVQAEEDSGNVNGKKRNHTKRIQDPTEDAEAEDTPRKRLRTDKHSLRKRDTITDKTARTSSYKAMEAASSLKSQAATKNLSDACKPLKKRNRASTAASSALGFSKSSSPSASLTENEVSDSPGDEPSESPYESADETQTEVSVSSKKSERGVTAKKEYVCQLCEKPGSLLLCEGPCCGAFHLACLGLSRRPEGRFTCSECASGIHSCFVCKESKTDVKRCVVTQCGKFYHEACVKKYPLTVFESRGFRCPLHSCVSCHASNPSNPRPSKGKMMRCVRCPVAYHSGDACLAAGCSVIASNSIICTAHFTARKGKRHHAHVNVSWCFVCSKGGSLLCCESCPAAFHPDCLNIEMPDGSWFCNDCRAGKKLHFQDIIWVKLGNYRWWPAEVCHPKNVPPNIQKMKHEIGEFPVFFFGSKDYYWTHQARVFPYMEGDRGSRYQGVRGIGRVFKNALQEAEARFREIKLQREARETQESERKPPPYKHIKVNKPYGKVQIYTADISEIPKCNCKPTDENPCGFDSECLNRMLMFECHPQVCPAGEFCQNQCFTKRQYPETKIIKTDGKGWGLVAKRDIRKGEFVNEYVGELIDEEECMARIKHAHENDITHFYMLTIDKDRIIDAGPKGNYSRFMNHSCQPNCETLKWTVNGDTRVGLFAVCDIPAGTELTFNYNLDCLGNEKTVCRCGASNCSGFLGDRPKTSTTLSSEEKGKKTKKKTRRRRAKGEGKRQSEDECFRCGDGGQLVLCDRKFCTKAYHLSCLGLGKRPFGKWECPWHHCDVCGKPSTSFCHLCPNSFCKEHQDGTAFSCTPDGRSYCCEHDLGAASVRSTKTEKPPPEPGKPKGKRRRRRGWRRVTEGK
# HTR5A ag ctr = activates human HTR5A in OPRM1-OPRD1 agonist counter-screen | HTR5A agonist assay, luminescence, cell-based | AID 504692 | 340,000 compounds, 0.61% hits | activation, % at 9.3 µM | P47898; in the data active = activation mostly above about 9.5%, no sharp cut-off; inactive = mostly below about 7.6%;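 also: 0% = cells with vehicle only and 100% = reference agonist; strong numbers were not always called active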
# MITF TRPM1 HTS = MITF TRPM1 promoter activation in melanoma cells; SK-MEL-5 TRPM1-promoter luciferase, 24 h; % of positive control, neutral wells = 0; activation, % at 12.5 µM; 300,000 compounds, 0.75% hits;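 active = mean activation of at least 80% with every replicate also reaching 80%; inconclusive = mean reaches 80% but some replicate falls short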;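 also: 0% = neutral control wells and 100% = parthenolide positive control wells; values of inactives mirror those of a sister screen read the other way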
# PvdQ inh = P. aeruginosa PvdQ acylase inhibition; AID 488965; inhibition, % at 10 µM; 340,000 compounds, 0.063% hits; purified PvdQ acylase, fluorescence plate reader; in the data active = inhibition above about 30%, passing the limit was not always enough; inconclusive = no clear call, values can overlap the other calls;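 also: 0% = vehicle neutral wells and 100% = reference inhibitor wells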
# dFosB act = mouse delta FosB homodimer activation; P13346; purified delta FosB, TAMRA-CDK5 oligo fluorescence polarization; percent of positive-control signal above neutral wells; activation, % at 25 µM; 340,000 compounds, 0.99% hits;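 active = mean activation above about 17%, with every replicate also reaching it, limit read from the data, passing the limit was not always enough; inconclusive = only one of the two conditions met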;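 also: fluorescence polarization rise as delta FosB binds a TAMRA Cdk5 AP-1 oligo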
# Wnt act = Wnt/beta-catenin pathway activation | Wnt/beta-catenin reporter cell assay, activator, plate reader | activation, % at 9.35 µM | 300,000 compounds, 1.2% hits | AID 743398; in the data active = activation above about 30%, passing the limit was not always enough; inconclusive = no clear call, values can overlap the other calls;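 also: 0% = neutral control wells and 100% = positive control wells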
# SR-BI HDL uptake = mouse SR-BI HDL lipid transfer inhibition; Q61009; ldlA[mSR-BI] CHO cells, DiI-HDL uptake fluorescence, 3 h; inhibition, % at 12.5 µM; 320,000 compounds, 0.96% hits; AID 488896;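 active = mean replicate inhibition of at least 70% and a set share of replicates each scoring 70 or more; inconclusive = meets just one of the two criteria; inactive = fails both criteria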;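 also: 0% = median of neutral control wells and 100% = median of positive control wells; values of inactives mirror those of a sister screen read the other way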
# Starred values were filed as active, the others as inactive; ? = inconclusive; . = not tested or not shown.
SMILES,HTR5A inv ag,CDK5 inh,V-ATPase pHluor,NSD2 HMT inh,HTR5A ag ctr,MITF TRPM1 HTS,PvdQ inh,dFosB act,Wnt act,SR-BI HDL uptake
O=C(Nc1ccc2c(c1)OCCO2)c1cccnc1Oc1ccc(Cl)cc1,11.4,0.5,-1.2,-0.7,-2.1,.,-5.5,-4.0,-3.5,10.9
COc1ccccc1N1CCN(C(=O)C2CCCN(S(=O)(=O)c3ccc(C)cc3)C2)CC1 (stereo not drawn),-9.7,0.6,3.4,1.2,2.7,-2.8,-4.3,-11.5,-3.2,11.7
CCCC(=O)Nc1cc(Cl)ccc1C,3.6,-0.7,-4.0,-2.8,9.5,8.3,11.9,-5.4,-0.9,-14.7
COc1ccc(-n2nnnc2-c2cccnc2)cc1,-20.1,-0.8,1.4,1.4,10.4*,0.0,2.8,-7.8,-1.3,-6.3
Cc1cc(NC(=O)CSc2nc3c(C)cccc3cc2C)no1,-8.0,0.8,0.9,-2.5,0.3,1.3,4.8,3.3,2.7,0.5
CCCCC1(C)Nc2ccccc2-c2nc3ccccc3n21 (stereo not drawn),0.8,0.4,-1.2,-8.3,2.1,?,-20.7,-3.5,.,10.9
CC(=O)c1cccc(NC(=O)CN(c2ccccc2)S(C)(=O)=O)c1,-12.9,-5.2,-1.9,0.2,1.1,-3.2,-11.9,-4.6,-0.2,-11.4
O=C(Nc1nc(-c2ccc(-c3ccccc3)cc2)cs1)c1cnccn1,-33.3,1.1,-0.5,-17.2,2.9,1.7,-11.7,21.9*,1.2,-5.6
COc1ccc(C2C(C(=O)c3ccc(C)o3)=C(O)C(=O)N2Cc2ccco2)cc1OC (stereo not drawn),12.7,-4.0,1.9,2.5,-5.0,-3.9,-10.2,-6.0,1.1,-8.4
CC(C)(C)N1OC2CC1c1nc3ccccc3n1C2 (stereo not drawn),1.5,-0.5,-1.5,.,-0.5,7.8,-3.0,-1.6,-0.4,-14.7
COc1ccc(NC(=O)CCN2C(=O)c3ccccc3C2=O)c(OC)c1,9.3,0.1,5.0,2.0,-2.5,.,9.4,-1.8,-0.3,11.7
CCN1CCS/C1=C\C=C\C1=[N+](CC)CCS1,-1.5,-2.2,-1.7,11.0,0.5,-41.9,-3.4,2.3,-2.9,-14.7
CC1CCCN(C(=O)COC(=O)c2n[nH]c3ccccc23)C1 (stereo not drawn),-13.7,0.7,2.1,-0.9,-1.2,?,-2.4,-4.0,.,11.9
CCn1c(SCC(=O)Nc2cccc(NC(C)=O)c2)nc2c([nH]c3ccccc32)c1=O,-19.5,0.3,2.5,-1.8,10.4,-25.8,10.2,9.0,2.6,2.2
COc1cccc(N/C(N)=N/c2nc(C(F)(F)F)cc(=O)[nH]2)c1,-14.8,0.3,2.5,-1.3,0.3,7.6,-15.4,2.6,.,4.0
Fc1ccccc1NC(=S)N1CCN(Cc2ccc3c(c2)OCO3)CC1,-5.3,2.9,-0.4,-2.7,12.0*,-4.7,5.6,5.5,-0.4,-3.2
CC(=O)N1CCC(N(CCCOC(C)C)C(=O)Nc2ccc(Cl)cc2)CC1,23.8,1.6,1.5,.,-8.5,1.7,4.0,-4.2,-3.7,10.8
Cc1ccc(C)c(OCC(=O)N2CCN(C(=O)c3ccco3)CC2)c1,9.7,1.6,-4.2,-2.6,-0.5,-7.2,-2.0,-8.9,-2.2,-10.6
O=C(c1ccc(S(=O)(=O)NCc2ccco2)cc1)N1CCCC1,-13.2,1.1,7.9,-1.1,4.9,-1.6,4.8,1.8,-1.2,-0.6
CCNc1nc(C(=O)O)nc(N2CCOCC2)n1,4.3,-3.8,3.1,.,-2.1,5.6,-5.2,-2.2,13.4,-12.4
CCN(CC)C(=O)Oc1ccc2cc(Br)ccc2c1,-28.6,-0.7,1.5,-10.7,0.8,31.1,-11.7,-3.6,11.4,3.4
CC(=O)c1ccc(N2C(=O)[C@@H]3[C@H](C2=O)[C@H]2c4ccccc4C=NN2[C@@H]3C(C)=O)cc1,2.6,0.4,2.1,-0.5,-1.0,-3.2,3.6,-1.8,3.1,-8.4
CN(C)CCn1c2c(c(SCC(=O)Nc3cccc(C(F)(F)F)c3)nc1=O)CCCC2,2.4,1.5,-0.3,4.9,-0.8,21.8,0.3,8.8,-4.3,-23.4
COCCN(C(=O)CNC(=O)c1cccs1)C(C(=O)NC1CCCCC1)c1ccco1 (stereo not drawn),-10.3,-0.4,0.6,-1.7,6.0,.,-17.3,-6.2,-6.2,3.9
COc1ccc(C)cc1NC(=O)c1nn(C)cc1Br,-14.6,-1.4,-1.8,-1.3,7.6,-1.1,-6.6,-4.8,-1.3,7.4
CN(C)c1nc(N)c([N+](=O)[O-])c(NCCO)n1,1.8,0.8,0.7,-1.7,6.6,-7.3,-2.9,4.2,0.0,-24.1
O=C(N/N=C/c1ccc2c(c1)OCO2)c1cc(-c2ccc(F)cc2)nc2ccccc12,13.8,0.0,-2.0,5.5,-2.3,27.9,-15.9,0.7,-1.5,22.4
NC(=O)NC(CC(=O)NCCc1ccc(S(N)(=O)=O)cc1)c1ccccc1Cl (stereo not drawn),6.1,0.8,0.8,-11.8,-2.2,2.8,-14.0,5.1,1.3,-27.0
Cc1cc2occ(CC(=O)NC3(C)CCS(=O)(=O)C3)c2cc1C (stereo not drawn),-11.5,0.3,0.7,-0.3,1.4,-5.7,3.3,-2.8,1.5,4.6
COc1ccc(OC)c(Nc2cc3ccccc3c(=O)[nH]2)c1,-17.7,2.2,-3.3,.,7.2,-41.5,-0.1,-1.6,0.9,3.1
O=C(NCC(=O)N1CCN(c2ncccn2)CC1)c1ccccc1OC(F)F,5.5,4.9,-1.8,.,-1.4,-4.4,-15.2,-2.4,1.2,0.4
CCC(=O)N1CCc2cc(S(=O)(=O)NCCC(=O)Nc3ccccc3C)ccc21,-15.4,-2.0,-3.8,-2.0,-0.2,-7.8,9.0,-4.5,-1.6,-0.5
CC1CN(c2c3c(nc4ncnn24)CCCC3)CC(C)O1 (stereo not drawn),-23.5,0.0,-4.7,-2.1,-4.1,-1.5,1.5,-4.0,-3.9,-16.7
CCCCc1ccc(NC(=S)N2CCN(c3ncccn3)CC2)cc1,-24.0,0.1,0.1,2.3,0.9,-6.1,-5.0,-10.0,-0.8,40.7
CCOC(=O)c1[nH]cnc1C(=O)Nc1ccc([N+](=O)[O-])cc1,8.1,-0.4,-2.0,-0.6,-2.3,2.9,-1.3,-3.0,-2.2,17.5
Nn1c(Cc2cccc3ccccc23)nnc1SCC(=O)NCC1CCCO1 (stereo not drawn),17.4,0.6,4.2,-1.2,5.7,-8.7,7.6,-6.8,-0.3,-18.3
O=S(=O)(c1ccc(Cl)cc1)N1CN(CC2CCCO2)c2nc3ccccc3nc21 (stereo not drawn),-0.2,-1.4,-2.4,6.7,0.1,9.0,-12.6,-8.6,1.2,-21.0
CCOC(=O)N1CCN(C(=O)C(=O)NN)CC1,-5.7,3.4,1.0,-5.6,2.0,-6.5,7.9,-1.7,-0.7,-38.0
COc1ccc(OCC(=O)OCC(=O)NC2CC2)cc1,-9.3,-3.0,2.0,-0.9,3.4,-4.5,-9.1,-4.8,0.8,-32.9
Cc1nnc2ccc(-c3cccc(NS(=O)(=O)c4cc(F)ccc4F)c3)nn12,-12.8,0.0,2.9,-1.4,1.7,4.7,5.3,-2.4,0.2,23.1

# Arranged by heavy-atom count (rising): some entries from above
SMILES,HTR5A inv ag,CDK5 inh,V-ATPase pHluor,NSD2 HMT inh,HTR5A ag ctr,MITF TRPM1 HTS,PvdQ inh,dFosB act,Wnt act,SR-BI HDL uptake
CCOC(=O)c1[nH]cnc1C(=O)Nc1ccc([N+](=O)[O-])cc1,8.1,-0.4,-2.0,-0.6,-2.3,2.9,-1.3,-3.0,-2.2,17.5
Cc1cc2occ(CC(=O)NC3(C)CCS(=O)(=O)C3)c2cc1C (stereo not drawn),-11.5,0.3,0.7,-0.3,1.4,-5.7,3.3,-2.8,1.5,4.6
O=C(NCC(=O)N1CCN(c2ncccn2)CC1)c1ccccc1OC(F)F,5.5,4.9,-1.8,.,-1.4,-4.4,-15.2,-2.4,1.2,0.4

# Remaining list, next part
SMILES,HTR5A inv ag,CDK5 inh,V-ATPase pHluor,NSD2 HMT inh,HTR5A ag ctr,MITF TRPM1 HTS,PvdQ inh,dFosB act,Wnt act,SR-BI HDL uptake
CCC(=O)Nc1nnc(S(=O)(=O)N(CC)c2cc(C)cc(C)c2)s1,-5.2,-1.1,2.9,-1.9,1.5,-3.0,-9.1,-2.0,-0.6,3.7
O=C(Cc1ccccc1)Nc1ncnc2c1C(c1ccccc1)c1c(ccc3ccccc13)O2 (stereo not drawn),5.5,0.2,2.0,.,-3.9,-16.1,-6.6,0.4,-3.2,9.6
CCCN(CCC)S(=O)(=O)c1ccc(C(=O)NCc2ccco2)cc1,9.1,0.7,-0.5,-1.5,-2.5,.,-18.2,0.7,0.6,61.6
COc1cc(/C=N/Nc2nc(C)cc(=O)[nH]2)cc(OC)c1O,-4.6,-0.7,-0.7,-2.8,1.2,-4.3,-4.0,0.9,-0.4,-2.4
CS(=O)(=O)c1ccc(CNC(=O)C2(C(F)(F)F)C/C(=C/CCO)CCCO2)cc1 (stereo not drawn),-3.7,-1.7,0.0,.,1.4,-12.6,-7.1,-4.7,3.2,-12.9
CCOC(=O)CSc1nnc(NC(=O)c2ccco2)s1,-21.1,1.9,-1.0,.,1.5,-8.5,-8.2,2.2,-1.7,-12.0

# In the list so far, 7 have fluorine:
SMILES,HTR5A inv ag,CDK5 inh,V-ATPase pHluor,NSD2 HMT inh,HTR5A ag ctr,MITF TRPM1 HTS,PvdQ inh,dFosB act,Wnt act,SR-BI HDL uptake
COc1cccc(N/C(N)=N/c2nc(C(F)(F)F)cc(=O)[nH]2)c1,-14.8,0.3,2.5,-1.3,0.3,7.6,-15.4,2.6,.,4.0
Fc1ccccc1NC(=S)N1CCN(Cc2ccc3c(c2)OCO3)CC1,-5.3,2.9,-0.4,-2.7,12.0*,-4.7,5.6,5.5,-0.4,-3.2
CN(C)CCn1c2c(c(SCC(=O)Nc3cccc(C(F)(F)F)c3)nc1=O)CCCC2,2.4,1.5,-0.3,4.9,-0.8,21.8,0.3,8.8,-4.3,-23.4
O=C(N/N=C/c1ccc2c(c1)OCO2)c1cc(-c2ccc(F)cc2)nc2ccccc12,13.8,0.0,-2.0,5.5,-2.3,27.9,-15.9,0.7,-1.5,22.4
O=C(NCC(=O)N1CCN(c2ncccn2)CC1)c1ccccc1OC(F)F,5.5,4.9,-1.8,.,-1.4,-4.4,-15.2,-2.4,1.2,0.4
Cc1nnc2ccc(-c3cccc(NS(=O)(=O)c4cc(F)ccc4F)c3)nn12,-12.8,0.0,2.9,-1.4,1.7,4.7,5.3,-2.4,0.2,23.1
CS(=O)(=O)c1ccc(CNC(=O)C2(C(F)(F)F)C/C(=C/CCO)CCCO2)cc1 (stereo not drawn),-3.7,-1.7,0.0,.,1.4,-12.6,-7.1,-4.7,3.2,-12.9
